Compound activity (PubChem)
All columns: NCI-60 one-dose screen, growth in % after 48 h at 10 µM unless noted; 100 = growth as untreated, 0 = no growth, -100 = all killed.
786-0 = 786-0 renal cancer cells; 81,000 compounds, 5.1% hits
UO-31 = UO-31 renal cancer; 81,000 compounds, 5.2% hits
IGROV1 = IGROV1 ovarian cancer. 79,000 compounds, 4.7% hits. AID 1794786
RXF 393 = RXF 393 renal cancer cells. 77,000 compounds, 6.9% hits
TK-10 = TK-10 renal cancer cells; 81,000 compounds, 3.9% hits
SK-OV-3 = SK-OV-3 ovarian cancer cells. 80,000 compounds, 3.2% hits
ACHN = ACHN renal cancer; AID 1794771; 81,000 compounds, 4.9% hits
SN12C = SN12C renal cancer cells; 81,000 compounds, 3.8% hits
An asterisk follows results filed as active; nt = not tested or not shown; & = joins results of further samples; ! = a repeat was not active. Rule for the calls: active = growth percent below 10; inactive = the rest. Not a hit list; any-hit rate near 9.6%.

cpd | Molecule | 786-0 | UO-31 | IGROV1 | RXF 393 | TK-10 | SK-OV-3 | ACHN | SN12C
1 | O=c1[nH]c(N2CCCCC2)nc2nccc(-c3ccncc3)c12 | 103 | 85 | 113 | 100 | 107 | 108 | 100 | 101
2 | Cc1csc(N2C(=O)C3C4CCC(O4)C3C2=O)n1 (centres undefined) | 96 | 91 | 118 | 120 | 109 | 108 | 103 | 95
3 | Clc1nc2nc3n(c2nc1Cl)CCC3 | 95 | 88 | 98 | 112 | 96 | 108 | 94 | 104
4 | Cc1cccc(C/C=C/C(=O)c2ccc3c(c2)Nc2ccccc2S3)c1 | 91 | 94 | 97 | nt | 94 | 114 | 80 | 85
5 | Cc1nc(N)ncc1-c1ccc2ncnc(N3CCc4cc(F)c(Cl)cc43)c2c1 | 39 | 28 | -10* | 15 | 6.0* | 57 | 27 | 55
6 | COc1cc(C2CC(c3ccc(C)cc3)=Nc3c(N)nc(N)nc3N2)ccc1Oc1nc(Nc2ccc(F)cc2)nc(N(C)C)n1 (centres undefined) | 50 | 53 | 54 | nt | 101 | 100 | 47 | 69
7 | O=c1c2ccccc2sc2c(NCCCNCCO)nc3ccccc3c12 | 41 | 29 | 27 | 14 | nt | 69 | -7.9* | 45
8 | O=NN(CC(=O)O)Cc1ccc(Cl)cc1 | 104 | 90 | 108 | 113 | 111 | 113 | 103 | 99
9 | Cc1ccc(N2C(=O)CC(Sc3ccccc3N)C2=O)cc1 (centres undefined) | 95 | 85 | 96 | 104 | 108 | 101 | 88 | 96
10 | O=c1[nH]c2ccc(Cl)cc2cc1CSc1ccc(Nc2nccc(-c3ccc4ccccc4c3)n2)cc1 | 65 | 96 | 99 | nt | 80 | 126 | 100 | 63
11 | N#Cc1c(-c2ccccc2Cl)cc(-c2ccc(Br)s2)[nH]c1=O | 87 | 84 | 106 | 123 | 104 | nt | 106 | 98
12 | CN(C)c1ccc(-c2ccc3c(c2)c(-c2ccccc2)nc(=O)n3C)cn1 | 26 | 42 | 49 | 61 | 56 | 39 | 50 | 43
13 | Clc1ccccc1-c1nnc2c(Cc3ccccc3)nc3ccccc3n12 | 79 | 71 | 85 | 90 | 102 | 90 | 92 | 94
14 | Oc1ccccc1C=NC1CCCCC1 | 102 | 76 | 108 | 117 | 108 | 102 | 106 | 110
15 | CSc1nc(/N=C/c2ccccc2)c2c(-c3ccccc3)c(-c3ccccc3)oc2n1 | 102 | 82 | 97 | 108 | 119 | 107 | 98 | 98
16 | COCCn1cc(-c2nc(-c3cc4cccnc4n3C)cs2)c2ccccc21 | 57 | 52 | 44 | 71 | 44 | 59 | 55 | 59
17 | Cc1cc2c(c(Br)c1O)Oc1c(cc(C)c(O)c1Br)C21OC(=O)c2ccccc21 | 109 | 85 | 108 | 104 | 116 | 109 | 101 | 104
18 | Cc1c(Cl)ccc2c1NC(=O)C21C2C(=O)N(c3ccccc3)C(=O)C2C2CN(C(=O)OCc3ccccc3)CCN21 (centres undefined) | 76 | 50 | 57 | 53 | nt | 77 | 61 | 73
19 | COC(=O)c1ccc2cc(OC)c(OC)cc2c1 | 92 | 100 | 118 | 97 | 103 | 118 | 106 | 104
20 | CCOC(=O)c1ccc(Nc2ccnc(SCC(=O)c3ccc(C(F)(F)F)cc3)n2)cc1 | 98 | 64 | 81 | nt | 116 | 84 | 91 | 93
21 | O=C(Nc1ccc(S(=O)(=O)O)cc1)c1ccc([N+](=O)[O-])cc1 | 107 | 95 | 91 | 111 | 113 | nt | 103 | 98
22 | CC(C)CNc1nc(NCC(C)C)[nH]c(=O)n1 | 99 | 76 | 97 | 112 | 106 | 95 | 116 | 104
23 | COc1ccccc1NS(=O)(=O)c1cccc(C(=O)Nc2ccc(Br)cc2)c1 | 60 | 27 | 47 | 58 | 61 | 44 | 46 | 52
24 | C=C1C(=O)O[C@H]2[C@H]1CC/C(CNS(=O)(=O)c1ccc3ccccc3c1)=C\CC[C@@]1(C)O[C@@H]21 | -67* | -88* | 37 | -81* | -79* | 85 | -39* | 29
25 | N#Cc1c(N)oc2c(-c3ccccc3)c3c(C#N)c(N)oc3cc12 | 103 | 68 | 87 | 93 | 108 | 87 | 104 | 97
26 | O=C1/C(=C/c2ccc(Br)cc2)COc2ccc(O)cc21 | 76 | 48 | 84 | 96 | 99 | 120 | 87 | 73
27 | COC(=O)[C@H](Cc1ccc(O)cc1)NC(=O)C1(C)CCC[C@]2(C)[C@H]3C[C@H]4C(C(C)C)=C[C@]3(CC[C@@H]12)[C@@H]1C(=O)CCC(=O)[C@@H]14 (some centres undefined) | 104 | 83 | 93 | 99 | 110 | nt | 95 | 93
28 | NC1=CSc2ncnc3ncn1c23 | 101 | 86 | 100 | nt | 99 | 111 | 104 | 98
29 | CS(=O)(=O)c1nc2ncc(C(N)=O)n2[nH]1 | 91 | 94 | 107 | 94 | 86 | 84 | 107 | nt
30 | COc1ccc(NC(=O)c2ccc(NC3=C(c4ccccc4)C(=O)NC3=O)cc2)cc1 | 90 | 86 | 103 | 93 | 88 | 91 | 93 | 88
31 | Nc1nc(Nc2ccccc2SSc2ccccc2Nc2nc(N)nc(-c3cccc(Br)c3)n2)nc(-c2cccc(Br)c2)n1 | 79 | -7.9* | 55 | 58 | 104 | 131 | 50 | 64
32 | CC(C)OCC1CO1 (centres undefined) | 113 | 96 | 110 | 119 | 107 | 106 | 99 | 109
33 | CC(C)Cc1ccc(C(C)C(=O)NCc2ccc(Cn3c(=O)sn(CCCI)c3=O)cc2)cc1 (centres undefined) | -89*! | -100*! | -82*! | -95* | -91*! | 71 | -100*! | -77*!
34 | C=CCN(CC=C)c1nn[nH]n1 | nt | 95 | 110 | 124 | 111 | 109 | 109 | 96
35 | COc1ccc(Nc2ncccc2NC(=O)c2cn(Cc3ccc(F)cc3)nn2)cc1 | 101 | 68 | 99 | 104 | 105 | 108 | 113 | 89
36 | CN(NC1OC(=O)c2ccccc21)c1ccc(C(F)(F)F)cc1[N+](=O)[O-] (centres undefined) | 91 | nt | 95 | 102 | 106 | 97 | 94 | 85
37 | CCc1cccc(CC)c1NC(=O)c1ccccc1Br | 84 | 81 | 90 | 117 | 81 | 107 | 101 | 104
38 | COC(=O)c1cc2cc(-c3ccc(OC)cc3)cnc2[nH]1 | 37 | 35 | nt | -36* | 39 | 1.3* | 44 | 52
39 | CC(=O)c1cc(C(=O)c2ccc(C#N)cc2)n2ccc(C)cc12 | 90 | 73 | 85 | 100 | 118 | 103 | 92 | 94
40 | NC(=O)C1(Nc2ccc(Br)cc2)CCCC1 | 102 | 86 | 108 | 115 | 104 | 103 | 101 | 102
41 | Cc1ccc(C)c2c1SC1=NNC(Nc3ccccc3)=C(C#N)C(=N)N12 | 109 | 90 | 99 | 128 | 135 | 94 | 98 | 102
42 | CCN1/C(=C/C=C/C=C/c2sc3ccccc3[n+]2CC)Sc2ccccc21 | -58* | -35* | -63* | -64* | -6.3* | -73* | -46* | -21*
43 | COc1nc2nc(-c3cc4ccccc4[nH]c3=O)[nH]c2c(=O)n1C | 101 | 110 | 147 | 104 | 115 | 90 | 97 | 100
44 | O=C(Nc1cccc2cccnc12)c1ccc(N2C(=O)[C@@H]3C4C=CC(C4)[C@@H]3C2=O)cc1 | 101&94 | 57&29 | nt | 114&98 | 95&89 | 99&100 | 106&106 | 84&74
45 | Cc1ccc(S(=O)(=O)N(C)C)cc1[N+](=O)[O-] | 110 | 99 | 88 | 122 | 105 | 112 | 108 | 97
46 | CCn1cc(C(=O)O)c(=O)c2cc(F)c(N3CCN(CC(=O)Nc4ccc(/C(C)=N/OC)cc4)CC3)cc21 | 92 | 80 | 95 | 100 | 101 | 85 | 103 | 101
47 | COc1ccccc1OCC(O)CN1CCN(CC(=O)Nc2c(C)cccc2C)CC1 (centres undefined) | 93 | 77 | 103 | 108 | 102 | 95 | 97 | 103
48 | CC(=O)OC(C(=O)Nc1ncccn1)c1ccccc1 (centres undefined) | 96 | 88 | 100 | 115 | 97 | 97 | 101 | 108
49 | O=[N+]([O-])c1ccc(S(=O)(=O)N/N=C\c2ccc(Cl)c(Cl)c2)cc1 | 102 | 91 | 44 | nt | 109 | 102 | 97 | 88
50 | CN1CCN(CC#CCN=C[C@]23CCC(C)(C)C[C@H]2C2=CC[C@@H]4[C@@]5(C)CCC(=O)C(C)(C)[C@@H]5CC[C@@]4(C)[C@]2(C)CC3)CC1 | 104 | 93 | 114 | 116 | 115 | 116 | 107 | 92
51 | O=C(Nc1ccc(Oc2ccc(=O)[nH]n2)cc1)Nc1ccc(Cl)c(C(F)(F)F)c1 | 94 | 88 | 99 | 99 | 91 | 101 | 105 | 93
52 | COc1ccc2c(c1)CC/C(=C\c1ccc(OCC(=O)c3ccc(Cl)cc3)cc1)C2=O | 101 | 28 | nt | nt | 168 | 125 | 169 | 96
53 | CCCCCCCCCCCCCCCc1cc(OC2OC(COC(C)=O)C(OC(C)=O)C(OC(C)=O)C2OC(C)=O)ccc1[N+](=O)[O-] (centres undefined) | 55 | 33 | 69 | 84 | 122 | 98 | 93 | 63
54 | FC(F)(F)c1ccccc1I | 99 | 89 | 108 | 115 | 118 | 107 | 111 | 106
55 | O=c1c(-c2ccccc2)cocc1-c1ccccc1 | 111 | 98 | 113 | 104 | 107 | 109 | 112 | 108
56 | O=C1/C(=C/c2cc(F)ccc2F)N=C2SCCCN12 | 90 | 98 | 102 | 113 | 86 | 93 | 97 | nt
57 | CCCCCN1C=C/C(=C\C(=O)N(C)c2ccccc2Br)c2ccccc21 | 94 | 88 | 99 | 101 | 100 | 94 | 104 | 89
58 | CCOC(=O)c1ccc(OCC)cc1 | 99 | 100 | 116 | nt | nt | 93 | 99 | 104
59 | COC(=N)c1ncc(-c2ccc(C(F)(F)F)cc2)c(N[C@@H]2C[C@H]3CC[C@@H]2C3)n1 | 96 | 63 | 80 | 92 | 101 | 93 | 95 | 104
60 | COC(=O)c1ccccn1 | 94 | 98 | 105 | 119 | 98 | 103 | 115 | 102

Ordered by formula weight (low to high): part of the list above.
cpd | Molecule | 786-0 | UO-31 | IGROV1 | RXF 393 | TK-10 | SK-OV-3 | ACHN | SN12C
56 | O=C1/C(=C/c2cc(F)ccc2F)N=C2SCCCN12 | 90 | 98 | 102 | 113 | 86 | 93 | 97 | nt
25 | N#Cc1c(N)oc2c(-c3ccccc3)c3c(C#N)c(N)oc3cc12 | 103 | 68 | 87 | 93 | 108 | 87 | 104 | 97
41 | Cc1ccc(C)c2c1SC1=NNC(Nc3ccccc3)=C(C#N)C(=N)N12 | 109 | 90 | 99 | 128 | 135 | 94 | 98 | 102
16 | COCCn1cc(-c2nc(-c3cc4cccnc4n3C)cs2)c2ccccc21 | 57 | 52 | 44 | 71 | 44 | 59 | 55 | 59
15 | CSc1nc(/N=C/c2ccccc2)c2c(-c3ccccc3)c(-c3ccccc3)oc2n1 | 102 | 82 | 97 | 108 | 119 | 107 | 98 | 98

Next section
cpd | Molecule | 786-0 | UO-31 | IGROV1 | RXF 393 | TK-10 | SK-OV-3 | ACHN | SN12C
61 | O=C1c2ccccc2C(=O)C1c1ccccn1 | 96 | 85 | 110 | 137 | 102 | 111 | 100 | 91
62 | O=C1NN(C(=O)c2cc([N+](=O)[O-])cc([N+](=O)[O-])c2)C(c2ccccc2)=N/C1=C/c1ccoc1 | 101 | 67 | 87 | 111 | 101 | 80 | 92 | 96
63 | Cc1cc(C)c(C#N)c(OCC2CCCO2)n1 (centres undefined) | 104 | 92 | 105 | 112 | 101 | 105 | 104 | 102
64 | COC(=O)CNC(=O)c1ccc(NC(=O)c2[nH]c(C)c(Cl)c2Cl)c(O[C@H]2CCNC2)c1 | 102 | 85 | 111 | 111 | 104 | 97 | 106 | 98
65 | O=c1oc(-c2ccc(Cl)cc2)nc2c(-c3ccc(Cl)cc3)nc3ccc(Cl)cc3c12 | 114 | 83 | 100 | 98 | 95 | 96 | 95 | 89
66 | C#CCn1cc(C2C(Cl)C(=O)N2c2ccc(N3CCOCC3=O)cc2)c2ccccc21 (centres undefined) | 106 | 81 | 108 | 110 | 112 | 121 | 106 | 103
67 | C/C(=N\C(N)=O)c1nc2ccccc2n1CCBr | 103 | 67 | 108 | 116 | 116 | 102 | 93 | 91
68 | CCOC(=O)/C(=C\c1ccc2c(c1)OCO2)c1ccccc1 | 108 | 79 | 88 | 114 | 108 | 106 | 100 | 97
69 | O=[N+]([O-])c1ccc(O)c(/C=N\Nc2ccc(S(=O)(=O)O)cc2)c1 | 109&109 | 85&94 | 105&122 | 101&108 | 101&124 | 108&105 | 100&103 | 105&97
70 | C#C[C@]1(O)CC[C@H]2[C@@H]3CC=C4c5nc(Nc6ccccn6)sc5CC[C@]4(C)[C@H]3CC[C@@]21C | -70* | -24* | 33 | -66* | 12 | nt | 22 | 32
71 | COC(=O)CCSCc1ccccc1 | 94 | 95 | 105 | 101 | 100 | 97 | 95 | 99
72 | Nc1nc(O)c(N)c(=O)[nH]1 | 104 | 92 | 112 | 119 | 106 | 106 | 110 | 106
73 | Oc1ccccc1/C=N/c1ncn[nH]1 | 102 | 99 | 104 | 121 | 105 | 108 | 91 | 129
74 | CC(=O)Nc1ccccc1N | 112 | 81 | 99 | 111 | 102 | 112 | 111 | 111
75 | c1cnc(Nc2nc3c(s2)CCc2c[nH]cc2-3)nc1 | 107&101 | 64&73 | 95&99 | 99&89 | 169&159 | 97&91 | 100&108 | 99&100
76 | CSc1oc(-c2ccccc2)nc1S(=O)(=O)c1ccc(C)cc1 | 92 | 67 | 99 | 86 | 83 | 90 | 92 | 99
77 | C[C@H]1[C@H](/C=C/c2ccccc2)[C@@H]1CCO | 97 | 81 | 95 | 109 | 97 | 98 | 104 | 95
78 | O=C(CSc1nnc(-c2ccc3nc(-c4ccc(Cl)cc4)[nH]c3c2)o1)Nc1ccc(Cl)cc1 | -77* | -45* | -19* | nt | 51 | 22 | -90* | -94*
79 | N#C/C(=C\n1c(=S)[nH]c2ccccc21)c1nc2ccccc2s1 | 109 | 73 | 85 | 108 | 131 | 94 | 95 | 99
80 | CC(NCCN)c1ccccc1 (centres undefined) | 106 | 85 | 109 | 91 | 100 | 109 | 101 | 101
